Bioassay records as filed in PubChem.
Giardia kill: kills Giardia lamblia. activity change, % at 7.66 µM, hits read low. AID 540267. 0.15% of 340,000 active. Giardia lamblia trophozoite viability; in the data active = activity change below about -80%; inconclusive = between about -30% and that limit;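 also: parasites exposed to compound for two days anaerobically before the ATP read; % is scaled to controls: 0 for no effect and ±100 for the full control effect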
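Luminescence from cellular ATP indicates surviving trophozoites (100 cells/well) following 48 hrs anaerobic compound treatment at 37 deg C; signal develops 15-30 min at room temperature.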
RORg inh: blocks mouse ROR gamma transcriptional activity | AID 2551 | Drosophila S2 Gal4-RORgamma UAS-luciferase reporter, 20 h | 5.4% of 310,000 active | Potency, µM (series often up to 53.6 µM), inactives show at the top dose activity change, negative = inhibition, actives largely listed as inhibitors | P51450; also: potency is read from the fitted curve at half-maximal effect; % is scaled to controls: 0 for no effect and ±100 for the full control effect; nearly all actives have a fitted effect of over 60% in size
Target sequence (P51450 whole entry, looked up, the tested form may be a part): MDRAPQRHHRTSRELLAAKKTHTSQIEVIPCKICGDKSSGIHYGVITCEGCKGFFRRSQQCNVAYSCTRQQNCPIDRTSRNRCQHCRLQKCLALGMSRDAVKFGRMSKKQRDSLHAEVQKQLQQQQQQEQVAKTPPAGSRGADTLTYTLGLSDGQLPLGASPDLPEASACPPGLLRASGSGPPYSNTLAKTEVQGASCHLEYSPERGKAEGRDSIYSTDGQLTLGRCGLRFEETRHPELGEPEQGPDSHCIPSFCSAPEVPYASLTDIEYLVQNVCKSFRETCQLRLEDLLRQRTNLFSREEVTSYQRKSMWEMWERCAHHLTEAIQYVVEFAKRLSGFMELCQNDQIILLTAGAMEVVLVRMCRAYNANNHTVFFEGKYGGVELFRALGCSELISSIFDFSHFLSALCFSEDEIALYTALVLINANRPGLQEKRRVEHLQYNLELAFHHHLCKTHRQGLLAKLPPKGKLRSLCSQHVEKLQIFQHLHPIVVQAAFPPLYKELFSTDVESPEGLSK
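Compounds are pin-transferred onto Drosophila Schneider cells expressing a copper-inducible Gal4–ROR gamma transactivation domain fusion. After 1 hr, copper sulfate is added to 700 uM final; luciferase is read 20 hr later.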
Rab9 promoter act: activators of Rab9 promoter; Huh7 Rab9 promoter-luciferase reporter, luminescence, 24 h; Potency, µM (series often up to 9.22 µM), without a hit: top-dose activation, negative = inhibition, most hits filed as activators; 2.8% of 320,000 active; AID 485297; also: potency is read from the fitted curve at half-maximal effect; % of control where 0% means no effect; nearly all actives have a fitted effect of over 60% in size
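Promoter activation is measured as luciferase luminescence in Huh7 cells stably transfected with a Rab9 promoter–luciferase construct, following 24 h compound exposure at 37 °C and 10 min reagent incubation at ambient temperature.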
NPC1 prom act: activates the NPC1 promoter | Huh7 NPC1 promoter luciferase reporter, 24 h | Potency, µM (series often up to 9.22 µM), inactives show top-dose activation, actives largely listed as activators | 2.4% of 320,000 active | AID 485313;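 also: potency is read from the fitted curve at half-maximal effect; % of control where 0% means no effect; nearly all actives have a fitted effect of over 60% in size; reporter is driven by a mutant NPC1 promoter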
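Quantitative HTS used a cell-based reporter: Huh7 cells stably bearing the NPC1 promoter upstream of luciferase were treated with compounds for 24 h, and promoter activation was read as luminescence.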
PKM2 act: activators of human pyruvate kinase M2; P14618; purified PKM2, Kinase-Glo ATP luminescence, activation; response scale: 0% is enzyme alone, no compound; Potency, µM (highest dose often 57.5 µM), for the others: top-dose activation, hits mostly activators; 0.34% of 260,000 active; also: potency is read from the fitted curve at half-maximal effect; % is scaled to controls: 0 for no effect and ±100 for the full control effect; nearly all actives have a fitted effect of over 55% in size
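Purified hPK-M2 (>95% pure) converted ADP (0.1 mM final) to ATP with 0.5 mM PEP in 50 mM imidazole pH7.2, KCl, MgCl2, Tween 20, BSA; 1 h at room temperature. ATP detected by Kinase-Glo luminescence.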
p53 reactivator: restores transcriptional activity of mutant p53. AID 504706. Potency, µM (titrated, usually from 92.2 µM), for inactives: at the top dose activity change, positive = activation, most hits filed as activators. H1299 p53-A138V BP100-luciferase reporter, luminescence, 24 h. 0.063% of 320,000 active; also: potency is read from the fitted curve at half-maximal effect; % of control where 0% means no effect; nearly all actives have a fitted effect of over 45% in size
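H1299 (p53-null), stable ts p53-A138V + BP100-Luc; 1000 cells/well, Opti-MEM/10% FBS; cpd 4 pt, 1:5; 24 h, 37 deg C, 5% CO2; detection reagent 10 min RT; luminescence.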
ELG1 genotoxic: genotoxicity induction in ELG1-luciferase HEK293T cells | HEK293T ELG1-luciferase reporter, luminescence, 16 h | Potency, µM (series often up to 46 µM), inactives show at the highest dose activity change, positive = activation, most hits filed as activators | 1.3% of 330,000 active | AID 504466; also: potency is read from the fitted curve at half-maximal effect; % of control where 0% means no effect; nearly all actives have a fitted effect of over 60% in size
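Genotoxicity was scored as increased ELG1-luciferase reporter signal, measured by ONE-Glo luminescence (30 min, room temperature). Compound or vehicle exposure of the HEK293T reporter cells lasted 16 hr at 37°C.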
VP16 counter: counter-screen for ROR gamma inhibitors: Gal4-VP16 reporter. Drosophila S2 Gal4-VP16 UAS-luciferase, luminescence, 20 h. Potency, µM (titrated, usually from 53.6 µM), for inactives: at the highest dose activity, negative = inhibition, hits mostly inhibitors. 3.5% of 310,000 active;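 also: Gal4-VP16 expression switched on by copper sulfate through the metallothionein promoter; potency is read from the fitted curve at half-maximal effect; % is scaled to controls: 0 for no effect and ±100 for the full control effect; nearly all actives have a fitted effect of over 50% in size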
Menin-MLL TR inh: inhibitors of human menin-MLL interaction, mutant MLL peptide; Potency, µM (series often up to 61.6 µM), for the others: top-dose FP activity change, negative = inhibition, usual class: inhibitors; O00255; AID 1768; 0.23% of 270,000 active; Menin + Texas Red MLL mutant peptide, fluorescence polarization; active = well fitted inhibition curve with a large enough effect in the polarisation, with a control signal flat, not every such curve was filed as active; inconclusive = small, poorly fitted or top-dose-only effect, or effect the other way, or a change in a side signal; inactive = no such curve, though single readings can be large or run the other way; the % refers to the polarisation; also: potency is read from the fitted curve at half-maximal effect; % of control where 0% means no effect; many of its hits are not listed in these tables
Target sequence (O00255 whole entry, looked up): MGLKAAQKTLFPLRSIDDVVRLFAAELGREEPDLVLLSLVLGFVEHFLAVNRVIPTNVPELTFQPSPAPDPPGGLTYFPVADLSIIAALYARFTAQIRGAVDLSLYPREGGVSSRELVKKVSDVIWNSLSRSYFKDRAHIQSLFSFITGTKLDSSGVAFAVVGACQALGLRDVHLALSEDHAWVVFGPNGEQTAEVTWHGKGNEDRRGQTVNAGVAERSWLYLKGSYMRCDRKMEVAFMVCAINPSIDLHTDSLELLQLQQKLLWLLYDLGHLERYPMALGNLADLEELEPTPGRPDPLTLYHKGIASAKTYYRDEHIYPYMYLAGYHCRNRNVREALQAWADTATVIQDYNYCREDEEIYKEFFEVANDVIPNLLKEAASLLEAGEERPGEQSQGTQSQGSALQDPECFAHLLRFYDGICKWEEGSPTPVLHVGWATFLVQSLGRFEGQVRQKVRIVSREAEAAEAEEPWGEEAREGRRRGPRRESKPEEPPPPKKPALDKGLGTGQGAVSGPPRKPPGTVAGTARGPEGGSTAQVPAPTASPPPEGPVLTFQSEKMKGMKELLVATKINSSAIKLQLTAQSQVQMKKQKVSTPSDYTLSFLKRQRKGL
BRCA1 expr up: activators of BRCA1 expression | 1.1% of 380,000 active | MCF7-BRCA1-FFLuc reporter, luminescence, 48 h; response scale: scaled: vehicle 0%, 10 µM genistein 100% | Potency, µM (top dose mostly 46.1 µM), without a hit: at the top dose activation, actives largely listed as activators; also: potency is read from the fitted curve at half-maximal effect; nearly all actives have a fitted effect of over 80% in size; some results filed as inactive show a strong effect at the top dose
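Quantitative HTS in MCF7 cells stably reporting BRCA1 expression via firefly luciferase. Compound treatment lasts 48 h at 37 °C in phenol-red free MEM. Activation is expressed relative to genistein at 10 microM and DMSO.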
FLuc counter: counter-screen for miR-21 project: firefly luciferase inhibitors or activators | P08659 | purified FLuc, Km substrates, luminescence inhibition | AID 588342 | 6.9% of 360,000 active | Potency, µM (highest dose often 57.5 µM), without a hit: at the top dose activity change, negative = inhibition, hits mostly inhibitors;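 also: potency is read from the fitted curve at half-maximal effect; plate controls were vehicle for no effect and reference inhibitor for full effect; nearly all actives have a fitted effect of over 55% in size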
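Purified P. pyralis luciferase, 10 nM final, with Km-level 10 uM D-luciferin and 10 uM ATP in 50 mM Tris acetate pH 7.5, 10 mM Mg acetate, 0.01% Tween-20, 0.05% BSA; 6-point qHTS titration about 60 µM downward; luminescence read.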
* marks the source's active call; other numbers are inactive results; ? = inconclusive; . = not tested or not shown; [ ] = another dose, or the depositor's remark. Unless noted, calls follow the shape of the dose curve; as a rule, active = well fitted curve in the direction sought with a large enough effect; inconclusive = small, poorly fitted or top-dose-only effect, or another doubt; inactive = no such curve, though single readings can be large; an effect the other way counts as inactive or inconclusive. Some of the compounds tested (hit frequency here may not be typical).

SMILES	Giardia kill	RORg inh	Rab9 promoter act	NPC1 prom act	PKM2 act	p53 reactivator	ELG1 genotoxic	VP16 counter	Menin-MLL TR inh	BRCA1 expr up	FLuc counter
N#CCCN(CCC#N)S(=O)(=O)c1ccc(C(=O)Nc2nnc(C3=COCCO3)o2)cc1	-25	-26%	-16%	-2%	-6%	0%	0%	-4%	8%	-2%	-13%
c1ccc(COn2nnc3ccccc32)c(COn2nnc3ccccc32)c1	10	-8%	-1%	1%	1%	-11%	-4%	-3%	-5%	-43%	-1%
O=C(NCC(=O)N(c1cccc(F)c1)C(C(=O)NC1CCCC1)c1ccncc1)c1ccco1 (configuration not stated)	7	4%	2%	-5%	0%	0%	4%	0%	2%	-19%	0%
c1ccc2[nH]c(CSc3nccs3)nc2c1	5	12%	14%	14%	-1%	?	9%	-7%	10%	80%	?
COc1ccc(Nc2cc(C(=O)NCCCN3CCN(C)CC3)c3ccccc3n2)cc1	6	0%	5%	-1%	-3%	10%	2%	3%	27%	7%	?
COC(=O)c1oc2ccccc2c1NC(=O)CN1CCCC1	5	20%	4%	-5%	6%	0%	-5%	-1%	2%	2%	6%
N#CC1(c2ccccc2)CCCN1C(=O)c1ccc(Br)cc1 (configuration not stated)	-6	13%	0%	0%	-3%	0%	-3%	2%	.	-1%	0%
CCOC(=O)c1sc2nc(C)nc(NCc3ccc(Cl)cc3)c2c1C	-18	?	-7%	-5%	.	-4%	-6%	-9%	7%	-50%	1%
Cc1oc(-c2ccc(Cl)cc2)nc1CS(=O)CC(=O)NC1CC1 (configuration not stated)	4	4%	2%	-5%	.	6%	1%	-1%	.	-4%	-1%
CC(C)(C)NC(=O)C(=O)NNC(=O)c1cccc(F)c1	-10	?	?	?	-4%	?	?	?	-3%	67%	-19%
Cc1cnc(NC(=O)CSc2nnc(-c3ccccc3)o2)s1	?	-1%	2µM*	3.5µM*	5%	?	?	0%	6%	4µM*	-8%
COc1ccc(Nc2nc(-c3ccccc3F)nc3ccccc23)cc1OC	?	-19%	0%	-4%	.	-9%	-10%	-12%	?	-1%	27µM*
Cc1ccc(S(=O)(=O)N2Cc3ccccc3CC2C(=O)Nn2cnnc2)cc1 (configuration not stated)	-4	-16%	7%	0%	0%	-1%	0%	1%	1%	2%	2%
O=C(Nc1ccc(F)cc1)N1CCCN(c2nccc(C(F)(F)F)n2)CC1	-14	18%	-1%	-5%	?	-2%	-6%	6%	.	-11%	0%
Cc1cccc(C)c1OCc1cc(C(=O)N2CCN(c3ccccc3)CC2C)no1 (configuration not stated)	-8	-4%	11%	-3%	0%	4%	-15%	-10%	.	-35%	-2%

A few values from the results shown.
Result of Cc1ccc(S(=O)(=O)N2Cc3ccccc3CC2C(=O)Nn2cnnc2)cc1 (configuration not stated) in ELG1 genotoxic: 0%
Result of O=C(NCC(=O)N(c1cccc(F)c1)C(C(=O)NC1CCCC1)c1ccncc1)c1ccco1 (configuration not stated) in Giardia kill: 7

(further entries)
SMILES	Giardia kill	RORg inh	Rab9 promoter act	NPC1 prom act	PKM2 act	p53 reactivator	ELG1 genotoxic	VP16 counter	Menin-MLL TR inh	BRCA1 expr up	FLuc counter
O=C(NC1CC2CCC1C2)c1ccc(CN2CCOCC2)cc1 (configuration not stated)	-18	10%	11%	20%	0%	-12%	?	-18%	12%	90%	?
CCOc1ccc(Nc2n[nH]c(=S)s2)cc1	2	-39%	1.8µM*	2.5µM*	-8%	18%	?	-22%	4%	133%	?
Nc1nc(Nc2ccccc2)nc(N2CCOCC2)c1[N+](=O)[O-]	0	?	-5%	-2%	-1%	11%	1%	-4%	14%	-8%	1%
Cc1ccc(S(=O)(=O)N(C)c2ccc3c(ncn3C)c2[N+](=O)[O-])cc1	13	.	-6%	-2%	.	0%	2%	.	.	19%	1%
COc1ccc(OCc2cc(C(=O)NCc3nc(C)cs3)no2)c(Cl)c1	-10	27%	?	?	2%	16%	?	-1%	.	?	13µM*
COc1ccc(-c2cc(C)nc3nc(N)nn23)cc1	1	-14%	7%	1%	-2%	1%	?	-3%	.	5%	2%
CCN(CC)CCNC(=O)C1c2cc(OC)c(OC)cc2C(=O)N2CCc3ccccc3C12 (configuration not stated)	2	1%	0%	-5%	-3%	-1%	4%	-2%	-7%	-9%	0%
COc1ccc2cc3cc(C(=O)Nc4ccccc4N4CCN(C)CC4)oc3nc2c1	-87*	2%	-4%	-4%	2%	-5%	-5%	-29%	-14%	-33%	4%
CC(Sc1nnc(C2CC2)n1C)C(=O)Nc1ccc2c(c1)CCC2 (configuration not stated)	-3	.	-1%	-3%	.	0%	-2%	.	.	2%	.
COC(=O)c1cc(NS(=O)(=O)c2ccc(NCc3cccnc3)c(N)c2)cc(C(=O)OC)c1	-8	41%	0%	0%	7%	-8%	1%	-8%	0%	-30%	4%
Cc1cccc(OCC(=O)Nc2ccc3c(c2)OCO3)c1C	7	?	7%	9%	2%	30%	9%	-7%	0%	0%	19µM*
CN(Cc1cccs1)C(=O)CNC(=O)c1ccco1	15	20%	?	24%	1%	?	?	18%	.	82%	-4%
COc1cc2c(cc1N/C=C(\C#N)c1nc(-c3ccc(F)cc3)cs1)oc1ccccc12	-5	-4%	1%	1%	-1%	4%	1%	-8%	.	-10%	-1%
CC(=C/c1ccco1)/C=N/N1CCN(c2ccccc2)CC1	7	-12%	1.8µM*	2.5µM*	-45%	?	?	3%	-17%	-4%[1.84 µM]	2.7µM*
NC(=O)COC(=O)c1cc(Cl)cc(Cl)c1N	5	19%	7%	2%	0%	-2%	7%	-1%	-8%	1%	4%
CC1=C(C(=O)OC(C)C)C(c2ccc(Br)s2)NC(=O)N1 (configuration not stated)	0	-4%	0%[1.84 µM]	-6%	-5%	-3%	5%	6%	-6%	-18%	2%
C=C(C)CNC(=S)NNC(=O)c1ccco1	-11	3.5µM*	2%	0%	1%	-1%	-1%	5µM*	11%	2%	8%[2.3 µM]
COc1ccccc1-c1nnc(SCC(=O)Nc2c(Cl)cccc2Cl)o1	1	11%	1%	14%	0%	2%	2%	-15%	-14%	-9%	3%
COc1cccc(C(c2nnnn2CCc2ccccc2)N2CCN(c3ccccc3)CC2)c1OC (configuration not stated)	2	5%	-2%	1%	2%	-15%	-11%	14%	-7%	-36%	-1%
Cc1ccc(N2CC(C(=O)OCC(=O)Nc3ccc(Cl)cc3)CC2=O)cc1 (configuration not stated)	-3	.	-1%	-1%	.	1%	0%	.	.	6%	6%
CC(=O)COc1ccc2oc(=O)cc(-c3cc4ccccc4o3)c2c1	6	-18%	0%	-1%	.	-9%	-5%	-8%	.	-4%	-4%
O=C(CN1C(=O)NC2(CCCCC2)C1=O)Nc1ccccc1N1CCCC1	-5	.	0%	-7%	.	-1%	4%	.	.	-8%	11%
O=C(NC1CCCC1)C1CCN(c2nccs2)CC1	12	-11%	-4%	-5%	0%	-4%	1%	16%	-1%	-14%	-1%
Cc1ccc(Cn2c(O)c(N=O)c3ccccc32)cc1	9	-23%	-8%	-3%	1%	7%	-7%	?	-7%	-6%	-3%
COc1ccc(Cl)cc1C(=O)NCC(=O)OCc1ccccc1	-3	.	-2%	1%	.	-2%	13%	.	.	5%	1%
CCCCn1c(=O)c(CCC(=O)OCC(=O)NCc2ccc(OC)c(OC)c2)nc2ccccc21	18	7%	0%	0%	2%	4%	0%	3%	?	-24%	-5%
Cc1[nH]c2ccccc2c1C(=O)COc1ccccc1F	4	-4%	22%	16%	22%	6%	13%	18%	22%	69%	21µM*
CCOC(=O)c1cc(NC(=O)NCc2ccco2)c(C)nc1C	-17	1%	6%	-2%	4%	-3%	-5%	-3%	12%	3%	1%
CC1CCN(C(=O)CN(c2ccc(Oc3ccccc3)cc2)S(C)(=O)=O)CC1	-1	?	0%	-2%	-1%	-1%	-7%	5%	?	-61%	0%
Cc1cc(NC(=O)CN2CCCCC2)no1	-8	16%	2%	0%	1%	2%	-1%	9%	-2%	18%	0%
COc1cc(C(C#N)N2CCOCC2)ccc1O (configuration not stated)	-4	20%	1%	3%	-14%	-1%	-2%	6%	-1%	8%	-10%
CCOC(=O)Cc1csc(NC(=O)/C=C/c2ccc(Cl)cc2)n1	-15	-13%	-8%	-6%	-2%	8%	-7%	-23%	.	27%	2.4µM*
COc1cccc(C2C(C#N)=C(N)N(N(C)C)C3=C2C(=O)CC(C)(C)C3)c1OC (configuration not stated)	-18	8%	1%	1%	.	3%	0%	5%	1%	9%	2%
COc1cc2oc(=O)cc(-c3ccc(-c4ccc(C#N)cc4)cc3)c2c(OC)c1OC	-10	1%	.	.	.	-2%	3%	-12%	1%	8%	.
